Insulin prom up = insulin promoter activators in MIN6 cells, imaging, high-content screening, mouse beta cells; MIN6 insulin promoter-GFP reporter; stronger effect = higher value; z-score at 5 µM; actives 0.3% (n = 190,000); AID 1625, 2009;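 active means z-score above 3 at 5 µM with at least 500 cells counted in the well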
Myeloid diff MLP = induction of myeloid progenitor differentiation, primary screen, cell-based, flow cytometry, MLPCN library. calls only at 10 µM. ER-HoxA9 myeloid progenitors, lysozyme-GFP differentiation. actives 1% (n = 360,000);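 active means normalized GFP-positive differentiation at or above the plate's own cutoff, the solvent-only control mean plus 3 SD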;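 further: cells exposed to compound for four days before flow analysis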
b-catenin transl = modulators of beta-catenin nuclear translocation, primary screen, imaging, HeLa cells, immunofluorescence, high-content; nuclear translocation activity, % at 5 µM; actives 0.3% (n = 190,000); AID 1665, 2009;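 active means nuclear translocation activity above 50% at 5 µM, with a well cell count of 50 or more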;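 further: per-cell ratio of nuclear to cytoplasmic median beta-catenin stain intensity; plate controls were DMSO negative control for no effect and GSK-3 inhibitor IX positive control for full effect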
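Test system: human HeLa cells, endogenous beta-catenin. Times: 24 h compound exposure, 37°C. Measured by: beta-catenin immunofluorescence imaging with DAPI.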
Hep lipid drop = inhibitors of hepatocyte lipid droplet formation, primary screen, imaging, high-throughput imaging, BODIPY stain; AML12 mouse hepatocytes, oleate lipid droplets; inhibition, % at 6.5 µM; actives 0.4% (n = 240,000);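 active means lipid droplet intensity inhibited by at least 50%, with more than 500 cells counted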
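Material – AML12 mouse liver cells · Also added – oleate loading, 100 µM · Compound dosing – 6.5 µM single-point dosing · Times – overnight treatment with compound plus oleate · Measured by – fluorescence imaging, 20x objective, two fields per well · Read-out – percent inhibition of filter-corrected integrated lipid droplet intensity per well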
West Nile antiviral = West Nile virus antiviral activity, cell-based, CPE readout (AID 1621); actives 0.02% (n = 290,000); West Nile virus-infected cells, CPE inhibition; higher % means a stronger effect; CPE inhibition, % at 10 µM; hits with a dose series show IC50 in µM; in the data active means a potency from the dose series; further: strong numbers were not always called active
T cell modulator = modulators of CD8 T cell-vesicle binding, primary screen, mouse 2C CD8+ T cells, flow cytometry. AID 2052, 2009. calls only at 7 µM. actives 0.068% (n = 330,000). 2C CD8+ T cell-vesicle binding; stronger effect = lower value;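 active means response, share of CD8 T cells binding vesicles, and their 90th percentile fluorescence all below set limits, cut at about 80% in these data, passing the limit was not always enough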
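incubation = binding step 1.5 h, 37 °C, antibody labelling 20 min, ice | test system = 2C mouse CD8+ T cells | read-out basis = percent CD8+ FL2 mean versus row control | controls = Peptide-free naked vesicles (low) and QL9 vesicles with 0.7% DMSO vehicle (high) | detection = flow cytometry of vesicle-bound cells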
WT yeast gro inh = growth inhibition of WT strain, primary screen, mitochondrial fusion inhibitor project, WT and mutant strains, chemical genetic; AID 1362, 2008; inhibition, % at 10 µM; mitochondrial fusion phenotypic screen; actives 2.1% (n = 190,000); in the data active means inhibition above about 58%; tested in S. cerevisiae
Autophagy mod = autophagy modulators in MEF cells, primary screen, imaging, high-content, MEF GFP-LC3; MEF GFP-LC3 puncta imaging; test concentration mostly 10 µM; calls only at 10 µM (by protocol); actives 0.98% (n = 190,000);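 active means percentage of spot-positive cells more than 3 SD above its plate mean, without a fluorescence outlier flag or 80% toxicity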;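 further: spot-positive cell cutoff set from DMSO-treated cells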
MT stabilize HCS = microtubule stabilizers in HeLa cells, primary screen, imaging, high-content imaging | AID 2205, 2009 | % tubulin-high responders, % at 10 µM | actives 0.83% (n = 200,000) | HeLa tubulin immunostaining HCS, 24 h; share of cells brighter than vehicle mean+2SD;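 active means plate Z-score above 3 for both tubulin-high and condensed-nucleus cell shares, with cell loss under 80%, at 10 µM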;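 further: anti alpha tubulin signal scored within the nucleus-defined area of each cell; some results filed as inactive read as strong as hits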
WT yeast gro inh mutant strain = also measured in WT yeast gro inh; calls as there; inhibition, %; mitochondrial fusion phenotypic screen, mutant strain inhibition
Insulin prom up cell count = further read-out of Insulin prom up, marked with its call; cell count; measured here: cytotoxicity, nuclei count;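 total cells summed across four imaged fields per well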
Hep lipid drop cells 6.5 µM = second read-out of Hep lipid drop, no call of its own (marks repeat the call); cell count; measured here: cell count, cytotoxicity flag;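 cells counted across two imaged fields per well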
b-catenin transl cell count 5 µM = further read-out of b-catenin transl, marked with its call; cell count; measured here: cell count, cytotoxicity flag
T cell modulator vesicle-bound % = recorded beside T cell modulator, whose call it bears; double positive events, %; measured here: CD8+ vesicle-bound cell fraction;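 binding gate set so that unloaded-vesicle control wells show 10% double positive cells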
MT stabilize HCS Hoechst-high % = second read-out of MT stabilize HCS, no call of its own (marks repeat the call); % Hoechst-high responders; measured here: nuclear condensation Hoechst responders;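 share of cells brighter than vehicle mean plus two SD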
MT stabilize HCS cytotoxicity % = also measured in MT stabilize HCS; calls as there; toxicity, %; measured here: cytotoxicity by cell density;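 0% = mean cell density of plate MIN control wells and 100% = no cells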
Autophagy mod cell loss 18 h = further read-out of Autophagy mod, marked with its call; toxicity, %; measured here: cell loss, nuclei count;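 cell loss after 18 h compound exposure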
Myeloid diff MLP GFP+ MAC1+ % = second read-out of Myeloid diff MLP, no call of its own (marks repeat the call); GFP+ MAC1+ double positive, %; measured here: differentiation confirmed by MAC1 staining
* = called active by the depositor.

CSc1cccc(NC(=O)CN(c2cc(C)ccc2C)S(C)(=O)=O)c1 was read as Insulin prom up 0.1, Myeloid diff MLP inactive, b-catenin transl 1.1, West Nile antiviral -0.4%, T cell modulator inactive, WT yeast gro inh 1, Autophagy mod inactive, MT stabilize HCS 1.4, WT yeast gro inh mutant strain -2, Insulin prom up cell count 1350, b-catenin transl cell count 5 µM 1154, T cell modulator vesicle-bound % 22, MT stabilize HCS Hoechst-high % 1.0, MT stabilize HCS cytotoxicity % 8.0, Autophagy mod cell loss 18 h 7 and Myeloid diff MLP GFP+ MAC1+ % 1.2.
Screening CCCCc1nnc(NC(=O)CSc2nc(N)cc(=O)[nH]2)s1 returned Insulin prom up 1.8, Myeloid diff MLP inactive, b-catenin transl -1.4, Hep lipid drop 3, West Nile antiviral 0.4%, T cell modulator inactive, WT yeast gro inh -9, Autophagy mod inactive, MT stabilize HCS 2.2, WT yeast gro inh mutant strain -14, Insulin prom up cell count 1195, Hep lipid drop cells 6.5 µM 701, b-catenin transl cell count 5 µM 1101, T cell modulator vesicle-bound % 32, MT stabilize HCS Hoechst-high % 2.2, MT stabilize HCS cytotoxicity % 7.9, Autophagy mod cell loss 18 h 25 and Myeloid diff MLP GFP+ MAC1+ % 0.0.
Screening CC(=O)N1CC2(C)CN(C(C)=O)CC(C)(C1)C2O (stereo unspecified) returned Insulin prom up -0.07, Myeloid diff MLP inactive, Hep lipid drop 0, West Nile antiviral 0.4%, T cell modulator inactive, WT yeast gro inh -14, Autophagy mod inactive, MT stabilize HCS 2.2, WT yeast gro inh mutant strain 1, Insulin prom up cell count 1204, Hep lipid drop cells 6.5 µM 808, T cell modulator vesicle-bound % 57, MT stabilize HCS Hoechst-high % 2.2, MT stabilize HCS cytotoxicity % 15, Autophagy mod cell loss 18 h -2 and Myeloid diff MLP GFP+ MAC1+ % 3.8.
`O=C(Cc1ccc(Cl)cc1)Nc1ccc(C(=O)N2CCCCC2)cc1` gave Myeloid diff MLP inactive, Hep lipid drop -2, West Nile antiviral -1.1%, T cell modulator inactive, Hep lipid drop cells 6.5 µM 611, T cell modulator vesicle-bound % 54 and Myeloid diff MLP GFP+ MAC1+ % 1.3.
For O=C(c1cc2cc(C(F)(F)F)ccc2s1)N1CCOCC1 the results were Insulin prom up -1, Myeloid diff MLP inactive, b-catenin transl -0.7, Hep lipid drop 3, West Nile antiviral -0.1%, T cell modulator inactive, WT yeast gro inh -13, Autophagy mod inactive, MT stabilize HCS 4.3, WT yeast gro inh mutant strain 14, Insulin prom up cell count 1310, Hep lipid drop cells 6.5 µM 693, b-catenin transl cell count 5 µM 1128, T cell modulator vesicle-bound % 35, MT stabilize HCS Hoechst-high % 2.5, MT stabilize HCS cytotoxicity % 4.3, Autophagy mod cell loss 18 h 12 and Myeloid diff MLP GFP+ MAC1+ % 0.3.
Cc1nc(C(=O)N2CCc3c([nH]c4ccccc34)C2c2cc(F)ccc2F)cs1 (stereo unspecified) was read as Insulin prom up 0.32, Myeloid diff MLP inactive, b-catenin transl 2.1, Hep lipid drop -5, West Nile antiviral -1.1%, T cell modulator inactive, WT yeast gro inh 75*, Autophagy mod inactive, MT stabilize HCS 3.9, WT yeast gro inh mutant strain 54*, Insulin prom up cell count 1437, Hep lipid drop cells 6.5 µM 669, b-catenin transl cell count 5 µM 1034, T cell modulator vesicle-bound % 36, MT stabilize HCS Hoechst-high % 1.6, MT stabilize HCS cytotoxicity % 2.1, Autophagy mod cell loss 18 h -17 and Myeloid diff MLP GFP+ MAC1+ % 0.6.
Screening CCC(=O)c1ccccc1OCCN1CCN(Cc2ccccc2)CC1 returned Insulin prom up -0.38, Myeloid diff MLP inactive, b-catenin transl 0.1, Hep lipid drop 12, West Nile antiviral -1.0%, T cell modulator inactive, WT yeast gro inh 2, Autophagy mod inactive, MT stabilize HCS 1.8, WT yeast gro inh mutant strain -6, Insulin prom up cell count 1394, Hep lipid drop cells 6.5 µM 752, b-catenin transl cell count 5 µM 1532, T cell modulator vesicle-bound % 13, MT stabilize HCS Hoechst-high % 2.0, MT stabilize HCS cytotoxicity % 15, Autophagy mod cell loss 18 h -3 and Myeloid diff MLP GFP+ MAC1+ % 0.2.
Screening CCN1CCN(C(=O)Cn2ncc3c([nH]c4ccc(C)cc43)c2=O)CC1 returned Myeloid diff MLP inactive, Hep lipid drop 6, West Nile antiviral -0.7%, T cell modulator inactive, Hep lipid drop cells 6.5 µM 724, T cell modulator vesicle-bound % 46 and Myeloid diff MLP GFP+ MAC1+ % 1.5.
O=C(Cn1[nH]c(=O)c2ccccc2c1=O)Nc1ccc(-c2nnc3n2CCCCC3)cc1 was read as Insulin prom up -0.94, Myeloid diff MLP inactive, b-catenin transl -5.0, Hep lipid drop 4, West Nile antiviral 0.2%, T cell modulator inactive, WT yeast gro inh 2, Autophagy mod inactive, MT stabilize HCS 2.2, WT yeast gro inh mutant strain 17, Insulin prom up cell count 825, Hep lipid drop cells 6.5 µM 869, b-catenin transl cell count 5 µM 1172, T cell modulator vesicle-bound % 10, MT stabilize HCS Hoechst-high % 1.7, MT stabilize HCS cytotoxicity % 7.0, Autophagy mod cell loss 18 h -12 and Myeloid diff MLP GFP+ MAC1+ % 0.8.
COc1ccc(C2c3ccc(O)cc3Oc3ncn4nc(-c5cccnc5)nc4c32)cc1OC (stereo unspecified) was read as Insulin prom up -1.1, Myeloid diff MLP active, b-catenin transl 0.2, Hep lipid drop 6, West Nile antiviral -0.1%, T cell modulator inactive, Insulin prom up cell count 1279, Hep lipid drop cells 6.5 µM 730, b-catenin transl cell count 5 µM 1088, T cell modulator vesicle-bound % 41 and Myeloid diff MLP GFP+ MAC1+ % 0.4*.
Screening COc1cc(/C=C/C(=O)N2c3ccccc3Sc3ccc(C(F)(F)F)cc32)cc(OC)c1OC returned Insulin prom up -0.07, Myeloid diff MLP inactive, b-catenin transl 0.3, Hep lipid drop 14, West Nile antiviral -0.7%, T cell modulator inactive, WT yeast gro inh -5, Autophagy mod inactive, MT stabilize HCS 3.4, WT yeast gro inh mutant strain -33, Insulin prom up cell count 1151, Hep lipid drop cells 6.5 µM 631, b-catenin transl cell count 5 µM 964, T cell modulator vesicle-bound % 44, MT stabilize HCS Hoechst-high % 3.4, MT stabilize HCS cytotoxicity % 3.9, Autophagy mod cell loss 18 h -24 and Myeloid diff MLP GFP+ MAC1+ % 0.0.
For Cc1cc2c(cc1S(=O)(=O)N1CCCCC1)OCC(=O)N2 the results were Myeloid diff MLP inactive, Hep lipid drop 27, West Nile antiviral -0.2%, T cell modulator inactive, Hep lipid drop cells 6.5 µM 690, T cell modulator vesicle-bound % 33 and Myeloid diff MLP GFP+ MAC1+ % 1.8.
For CN=C(C)c1c(O)c2ccccc2oc1=O the results were Insulin prom up 1.4, Myeloid diff MLP inactive, Hep lipid drop -1, West Nile antiviral 0.8%, T cell modulator inactive, WT yeast gro inh -11, Autophagy mod inactive, MT stabilize HCS 0.8, WT yeast gro inh mutant strain -6, Insulin prom up cell count 720, Hep lipid drop cells 6.5 µM 710, T cell modulator vesicle-bound % 23, MT stabilize HCS Hoechst-high % 1.3, MT stabilize HCS cytotoxicity % 11, Autophagy mod cell loss 18 h -5 and Myeloid diff MLP GFP+ MAC1+ % 1.1.
For c1ccc(C2CC(c3cccs3)n3nnnc3N2)cc1 (stereo unspecified) the results were Myeloid diff MLP inactive, West Nile antiviral 0.0%, T cell modulator inactive, WT yeast gro inh 4, Autophagy mod inactive, MT stabilize HCS 4.5, WT yeast gro inh mutant strain -9, T cell modulator vesicle-bound % 4, MT stabilize HCS Hoechst-high % 2.1, MT stabilize HCS cytotoxicity % 7.1, Autophagy mod cell loss 18 h 12 and Myeloid diff MLP GFP+ MAC1+ % 0.8.
O=C(CSC1CC(=O)N(c2ccc(C(=O)O)cc2)C1=O)Nc1ccc2ccccc2c1 (stereo unspecified) was read as Insulin prom up 0.73, Myeloid diff MLP inactive, b-catenin transl 0.1, Hep lipid drop -12, West Nile antiviral -0.7%, T cell modulator inactive, WT yeast gro inh -9, Autophagy mod inactive, MT stabilize HCS 3.1, WT yeast gro inh mutant strain -6, Insulin prom up cell count 1500, Hep lipid drop cells 6.5 µM 691, b-catenin transl cell count 5 µM 1007, T cell modulator vesicle-bound % 2, MT stabilize HCS Hoechst-high % 2.0, MT stabilize HCS cytotoxicity % 9.0, Autophagy mod cell loss 18 h 3 and Myeloid diff MLP GFP+ MAC1+ % 1.3.
Screening CCN(CC)C(=O)Cn1c(=O)n(CC(=O)N2CCCCC2)c(=O)c2sccc21 returned Myeloid diff MLP inactive, Hep lipid drop 7, West Nile antiviral -0.2%, T cell modulator inactive, Hep lipid drop cells 6.5 µM 702, T cell modulator vesicle-bound % 3 and Myeloid diff MLP GFP+ MAC1+ % 0.9.
For O=C(O)COc1ccc(/C=N/NC(=O)c2cn(-c3ccccc3)nc2-c2ccccc2)cc1 the results were Myeloid diff MLP inactive, Hep lipid drop 5, West Nile antiviral 0.3%, T cell modulator inactive, Hep lipid drop cells 6.5 µM 828, T cell modulator vesicle-bound % 38 and Myeloid diff MLP GFP+ MAC1+ % 0.6.

Source: PubChem (several laboratories)
